Compound activity deposited in PubChem by several laboratories.
Rv3671c inh: inhibits the M. tuberculosis serine protease Rv3671c. P9WHR9. inhibition, % at 5.96 µM. 320,000 tested, 0.048% active; in the data active means inhibition above about 38%;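 further: extracellular domain of Rv3671c used as enzyme; 0% = enzyme with DMSO and 100% = no enzyme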
Target sequence (P9WHR9 whole entry, looked up, the tested form may be a part): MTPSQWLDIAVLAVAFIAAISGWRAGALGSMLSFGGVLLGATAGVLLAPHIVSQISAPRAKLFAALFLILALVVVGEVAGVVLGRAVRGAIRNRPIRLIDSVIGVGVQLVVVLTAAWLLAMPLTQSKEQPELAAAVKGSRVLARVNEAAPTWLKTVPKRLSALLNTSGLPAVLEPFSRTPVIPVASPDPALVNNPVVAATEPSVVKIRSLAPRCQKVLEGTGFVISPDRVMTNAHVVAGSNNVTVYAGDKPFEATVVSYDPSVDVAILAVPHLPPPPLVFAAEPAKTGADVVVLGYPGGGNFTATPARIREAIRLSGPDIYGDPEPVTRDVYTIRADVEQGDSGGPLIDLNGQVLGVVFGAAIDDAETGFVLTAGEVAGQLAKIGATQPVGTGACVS
PrPC TRFRET: inhibitors of human cell surface prion protein PrPC; P04156; TR-FRET read-out; inhibition, % at 13.8 µM; 370,000 tested, 0.43% active; in the data active means inhibition above about 24%; further: 0% = median of the test wells and 100% = reference compound wells
Yp Topo-I inh: inhibitors of Yersinia pestis topoisomerase I. 360,000 tested, 0.064% active. Y. pestis Topo-I cleavage product accumulation, plate reader. activity, % at 10 µM. AID 504884; in the data active means activity above about 50%, passing the limit was not always enough; further: inactives centre near 2
VHR inh abs: DUSP3 (human) phosphatase inhibition. P51452. recombinant VHR phosphatase, pNPP absorbance. inhibition, % at 13.3 µM. 290,000 tested, 0.52% active; in the data active means inhibition above about 50%; further: some compounds called inactive have numbers as strong as hits
Target sequence (P51452 whole entry, looked up): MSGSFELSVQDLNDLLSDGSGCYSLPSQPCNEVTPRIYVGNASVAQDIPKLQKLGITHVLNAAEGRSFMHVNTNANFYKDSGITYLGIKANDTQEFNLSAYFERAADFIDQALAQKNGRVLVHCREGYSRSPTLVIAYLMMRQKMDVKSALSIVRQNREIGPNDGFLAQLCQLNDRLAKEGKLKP
MazEF act: activators of E. coli MazEF toxin-antitoxin RNase | P0AE70 | FAM/BHQ RNA-DNA oligo cleavage fluorescence, 5 h | activation, % at 20 µM | 350,000 tested, 0.32% active; in the data active means activation above about 50%
Target sequence (P0AE70 whole entry, looked up): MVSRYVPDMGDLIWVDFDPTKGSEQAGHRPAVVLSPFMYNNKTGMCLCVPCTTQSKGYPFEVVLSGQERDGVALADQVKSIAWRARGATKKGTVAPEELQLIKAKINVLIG
3CLpro inhibitor: SARS-CoV 3CLpro protease inhibition. P0C6X7. recombinant SARS-CoV 3CLpro, quenched FRET peptide cleavage. inhibition, % at 6 µM. 290,000 tested, 0.14% active. AID 1706; in the data active means inhibition above about 12%
PriA SSB inh: inhibitors of Klebsiella pneumoniae PriA binding to SSB C-terminal tail. 430,000 tested, 0.6% active. AlphaScreen SSBct-PriA binding, biotinylated peptide. inhibition, % at 33 µM; in the data active means inhibition mostly above about 37%, no sharp cut-off; inactive means mostly below about 20%;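 further: plate controls were negative control peptide for no effect and reference peptide for full effect; strong numbers were not always called active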
Vc quorum ag: quorum light induction in luxS cqsA deficient V. cholerae; V. cholerae BH1578 lux reporter, luminescence, 6 h; activation, % at 18.7 µM; 350,000 tested, 0.16% active; in the data active means activation mostly above about 9.7%, no sharp cut-off; further: not every result past the cut was called active; inactives centre near 0; reference of the scale not given here
TcdB inh: TcdB glycohydrolase inhibition | P18177 | TcdB glycohydrolase enzymatic assay, plate reader | inhibition, % at 9.99 µM | 350,000 tested, 0.24% active | AID 652162; in the data active means inhibition above about 10%
CCHF vOTU inh: CCHFV vOTU protease inhibition; Pep-AMC fluorescence; inhibition, % at 11.5 µM; 370,000 tested, 0.55% active; in the data active means inhibition above about 30%; further: 0% = vehicle wells with enzyme and 100% = no enzyme wells
* = called active by the depositor; i = inactive; nt = not tested or not shown. Some of the compounds tested; count on the stated rates, not on these rows.

SMILES	Rv3671c inh	PrPC TRFRET	Yp Topo-I inh	VHR inh abs	MazEF act	3CLpro inhibitor	PriA SSB inh	Vc quorum ag	TcdB inh	CCHF vOTU inh
Cc1cc(C)n(CC(=O)N2CCCC(N3CCN(c4ccc(F)cc4)CC3)C2)n1 (stereo unspecified)	0	-3	-6	6	2	2	-2	i	1.6	0
COc1cccc(C(=O)NCCSc2ccc(C)cc2)c1	-4	-2	18	8	-7	0	-30	-0.2	1.2	-8
Cc1cc(C)n(CCN(C)c2nc3nonc3nc2N2CCCCC2)n1	-6	-7	2	31	1	-6	-2	i	0.8	-3
CC(C)(C)NCc1ccc(OCc2cccs2)cc1	-5	9	0	18	10	0	-8	-0.2	-1.1	0
O=C(O)c1nccnc1C(=O)Nc1ccc(Oc2c(Cl)cccc2Cl)nc1	-5	2	3	9	2	7	-3	0.6	-3.1	-5
COc1ccccc1NC(=O)Cn1nnc(-c2ccccc2NC(=O)c2cnccn2)n1	6	4	3	22	-78	5	-15	i	0.4	0
Cc1ccc(S(=O)(=O)N/N=C\c2ccc(C)o2)cc1	-10	-5	5	9	3	3	nt	i	0.0	0
O=C(O)c1cc(S(=O)(=O)Nc2cccc(Oc3ccccc3)c2)ccc1Br	-18	1	13	-10	2	11	-8	-0.2	0.7	8
CC(C)Cn1cnc2c1c(=O)n(CC(O)c1ccccc1)c(=O)n2CC(C)C (stereo unspecified)	-9	7	16	23	-10	-2	-2	i	nt	11
C#CCN1C(=O)S/C(=C/C=C/c2ccc(N(C)C)cc2)C1=O	-80	1	-5	0	4	-3	6	-0.2	nt	8
O=C(Nc1cccc(Cl)c1)c1cncn1-c1ccc(F)cc1	-5	1	-8	1	-26	-1	-8	-0.2	0.0	-15
COC(=O)c1cc2c(C)cc3ccc(C)cn3c-2c1C(=O)OC	10	0	12	0	-16	-11	-7	5.3	nt	6
CCC1CCc2sc(C(=O)N3CCN(c4ccccn4)CC3)cc2C1 (stereo unspecified)	-7	-8	0	5	3	-7	-9	0.1	-0.7	15
CC(C)(C)c1ccc(-c2nnc(SCCC#N)n2C2CCCC2)cc1	10	3	27	-5	-6	-6	-8	i	nt	13
O=C(c1cccc(S(=O)(=O)N2CCOCC2)c1)N1CCOCC1	6	-1	-10	4	5	5	-2	0.9	nt	16

Another view of five compounds above.
Results follow in this order: Rv3671c inh, PrPC TRFRET, Yp Topo-I inh, VHR inh abs, MazEF act, 3CLpro inhibitor, PriA SSB inh, Vc quorum ag, TcdB inh, CCHF vOTU inh
O=C(Nc1cccc(Cl)c1)c1cncn1-c1ccc(F)cc1
  -5, 1, -8, 1, -26, -1, -8, -0.2, 0.0, -15
Cc1cc(C)n(CC(=O)N2CCCC(N3CCN(c4ccc(F)cc4)CC3)C2)n1 (stereo unspecified)
  0, -3, -6, 6, 2, 2, -2, i, 1.6, 0
Cc1ccc(S(=O)(=O)N/N=C\c2ccc(C)o2)cc1
  -10, -5, 5, 9, 3, 3, nt, i, 0.0, 0
COc1ccccc1NC(=O)Cn1nnc(-c2ccccc2NC(=O)c2cnccn2)n1
  6, 4, 3, 22, -78, 5, -15, i, 0.4, 0
O=C(O)c1cc(S(=O)(=O)Nc2cccc(Oc3ccccc3)c2)ccc1Br
  -18, 1, 13, -10, 2, 11, -8, -0.2, 0.7, 8

The list goes on.
SMILES	Rv3671c inh	PrPC TRFRET	Yp Topo-I inh	VHR inh abs	MazEF act	3CLpro inhibitor	PriA SSB inh	Vc quorum ag	TcdB inh	CCHF vOTU inh
CC(C(=O)NCCS(=O)(=O)c1ccc(Cl)cc1)S(=O)(=O)c1ccc(Cl)cc1 (stereo unspecified)	2	-2	3	16	-45	3	-7	1.4	1.6	-26
O=C(C[n+]1ccsc1)c1ccccc1	-4	4	-4	-5	-1	-3	-7	-0.2	-0.9	3
O=C1Nc2ccccc2Oc2ccccc21	nt	-2	6	nt	4	nt	nt	-5.0	2.0	9
CCCCn1c(N)c(N(Cc2ccccc2OC)C(=O)c2ccc([N+](=O)[O-])s2)c(=O)[nH]c1=O	2	-42	0	nt	-3	nt	9	i	-0.4	10
Cc1ccccc1NC(=O)C1CCCN(S(=O)(=O)c2ccc3c(c2)C(C)(C)C(=O)N3C)C1 (stereo unspecified)	8	12	2	6	9	-2	-11	i	-0.4	0
CC(C)CCOc1ccc(C(=O)NCC(c2cccs2)N2CCOCC2)cc1 (stereo unspecified)	1	-2	23	nt	6	nt	3	-2.0	-0.5	20
Cc1cc(NS(=O)(=O)c2ccc(C3CCCCC3)cc2)no1	5	-4	13	14	-2	0	1	-0.4	0.2	19
O=[N+]([O-])c1ccc(Cl)c(/C=N/N2CCN(Cc3ccc(Cl)cc3)CC2)c1	1	-4	-2	3	1	-2	nt	i	nt	6
CCCS(=O)(=O)NC(=O)C1(C)CCN(C(=O)c2cc(C(C)(C)C)nn2C)C1 (stereo unspecified)	nt	0	-5	nt	nt	nt	nt	0.9	-0.7	-4
CCOc1ccccc1NC(=O)C1CCN(S(C)(=O)=O)CC1	-7	6	-2	-3	3	0	9	i	0.3	-11
CCCOc1ccc(C(=O)NCC(c2cccs2)N(C)C)cc1 (stereo unspecified)	1	-7	-5	-14	8	-4	0	i	1.5	-1
COc1cccc2cc(C(=O)N3CCN(c4ccccc4F)CC3)c(=O)oc12	6	-3	13	10	6	-1	-6	i	nt	7
Cn1c(Cc2cccs2)nnc1SCC(=O)N1CCc2ccccc21	0	9	13	-8	3	-4	2	-0.4	nt	23
Cc1nn(Cc2cccc3ccccc23)c(C)c1NC(=O)c1cccnc1	3	6	-9	9	2	4	12	-0.2	1.4	3
CCOc1ccc(C(C)NC(=O)CCC(=O)O)cc1 (stereo unspecified)	2	-4	4	22	10	-3	-10	i	nt	19
COC(=O)c1cc(Br)cn1S(=O)(=O)c1ccccc1	-1	-3	6	14	2	2	-2	1.2	0.4	6
CC(=O)c1ccc(-c2nc3c4ccccc4ccn3c2C(C)=O)o1	-3	-1	-2	38	11	-2	6	i	nt	-3
CCCCN(C)C(=O)c1nc2ccccn2c1CN1CCN(c2cnccn2)CC1	6	-3	-5	5	8	-4	6	i	2.2	-13
CCN(CC)c1ccc(C=C(c2nnnn2-c2ccccc2)c2nnnn2-c2ccccc2)cc1	3	5	3	7	-37	5	5	-0.3	nt	-5
CCCOc1ccc(N2C(=O)CC(N(Cc3ccco3)C(=O)CC)C2=O)cc1 (stereo unspecified)	-11	6	-5	21	-1	4	-3	0.6	-0.3	-16
O=C(OCC(=O)c1ccc(Cl)s1)c1cnccn1	2	-4	-12	28	4	-1	2	0.5	0.1	11
CN(c1ccc(C(=O)NC2CCCCC2)cc1)S(=O)(=O)c1ccccc1	-14	8	11	5	-1	2	-5	i	-0.7	8
Cc1cc(F)ccc1S(=O)(=O)Nc1ncnc2sc3c(c12)CCC3	6	1	6	20	4	9	-16	2.6	-0.4	15
CCOCCCn1c(C)nc2c(c1=O)c1nc3ccccc3nc1n2-c1ccc(C)cc1	-3	nt	7	4	13	-5	-21	-0.3	1.0	nt
CN(C)S(=O)(=O)N1CCN(c2cccc(Cl)c2)CC1	2	-3	-8	11	-5	-2	-12	i	nt	-10
Cc1c(Cc2ccccc2)c(=O)n2c([nH]c3ccccc32)c1C#N	6	2	-8	-4	-23	0	-2	-2.3	1.9	-14
CC(=O)N1CCN(C(=O)/C(C#N)=C/c2ccc3c(c2)OCO3)CC1	0	1	-10	12	5	4	-1	0.6	1.9	6
COc1ccc(-c2cn[nH]c2-c2ccc(OCc3ccc(F)cc3)cc2O)cc1OC	-1	9	4	-14	5	1	-4	i	-0.2	10
CCC(c1nnnn1CCOC)N(Cc1ccc(C)cc1)Cc1cc2cc(OC)ccc2[nH]c1=O (stereo unspecified)	2	3	12	-23	-6	5	-7	-0.1	nt	-6
CCCCNC(=O)CSc1nnc(-c2cccc(S(=O)(=O)N3CCOCC3)c2)o1	-2	9	9	nt	8	nt	1	i	0.6	8
CC(=O)c1cccc(NC(=O)COC(=O)CCC(=O)c2cccs2)c1	nt	3	6	nt	-5	nt	-18	i	-1.4	-6
O=C(/C=C/c1cccc(Cl)c1)OCC(=O)c1ccc[nH]1	nt	-8	2	nt	-3	nt	nt	-0.2	0.8	35*
Cc1ccc(OCC(=O)OC2CCCN(C)C2)cc1 (stereo unspecified)	-2	7	-5	10	-2	6	-8	i	0.2	0
C/C(=C\c1ccccc1)C(=O)N1CCN(Cc2ccc3c(c2)OCO3)CC1	4	-7	34	8	-1	-4	8	1.5	1.3	6
O=C(Cn1c(CO)nc2ccccc21)NC1CCCCCC1	-12	nt	1	5	nt	-7	nt	1.1	nt	nt
CCOC(=O)C1CCN(Cc2c(O)ccc3ccccc23)CC1	-3	4	7	18	-2	-4	8	i	nt	-14
NC(=O)c1c(/N=C/c2cccnc2)sc2c1CCCC2	-6	5	-6	1	0	1	nt	i	-0.8	0
Cc1nc2oc(C(=O)c3ccccc3)c(N)c2c2c1COC(C)(C)C2	-2	2	1	4	2	-4	-7	i	nt	2
Cc1c(-c2ccccc2)[n+](=O)c(-c2ccc(Cl)cc2)c(C)n1[O-]	8	-8	5	36	6	4	-2	-0.2	0.2	-8
COc1ccc(NC(=O)OC(CN2CCCCC2)C(F)(F)F)cc1 (stereo unspecified)	0	8	-1	8	7	3	8	0.5	nt	7
O=C(c1cc2cc(Br)cc(Br)c2oc1=O)N1CCCC1	0	-1	6	-9	2	0	1	-0.3	nt	0
Cc1ccc(NC(=O)NCc2ccccn2)cc1Cl	4	-6	-7	2	-1	1	-14	-0.4	0.2	15
COc1ccc(NC(=O)C(=O)NNC(=O)COc2ccc(OC)cc2)cc1	-7	-3	-3	12	3	0	0	-0.2	8.9	-6
Cc1cc(SCc2ccc(F)cc2)nc(=O)[nH]1	-1	1	1	39	-1	7	-13	-0.4	0.9	17
CC(=O)Nc1ccc(/C(C)=N/NC(=O)c2ccc(COc3ccccc3Cl)o2)cc1	-3	-4	-6	nt	-9	nt	nt	-0.9	0.4	-1
Cc1ccc(-c2nnn(CC(=O)Nc3cccc4cccnc34)n2)o1	-9	-6	-5	7	0	-2	-9	nt	nt	10
Cc1ccc(S(=O)(=O)N2CCCC2C(=O)Nc2cc(C)on2)cc1 (stereo unspecified)	3	3	-4	32	-1	5	-13	i	nt	9
O=C(COC(=O)C12CC3CC(CC(C3)C1)C2)Nc1ccc2[nH]c(=O)[nH]c2c1	-5	nt	5	24	8	-4	-8	-2.3	nt	nt
CC(C)(C)C1CCc2c(C(=O)N/N=C/c3cccs3)csc2C1 (stereo unspecified)	-19	5	2	1	2	7	nt	-0.5	0.6	0
CC(=O)N(C)c1ccc(NC(=O)Nc2ccc(C)cc2)cc1	2	9	-8	32	-4	3	-4	nt	-2.8	-2
O=C(Nc1ccccc1Cl)c1cccs1	2	0	-4	-1	-3	-1	-1	-0.7	nt	9
CC(C)Cc1cc(C(=O)NCCN2CCOCC2)no1	-6	-11	6	19	-6	6	-19	-0.3	0.0	-1
C/C(CC(=O)Nc1ccc2c(c1)OCCO2)=N\NC(=O)Cc1ccc(Cl)cc1	5	-5	7	32	12	2	nt	-0.2	-1.1	-1
Cc1onc(-c2ccccc2)c1C(=O)OCC(=O)c1ccccc1	1	4	16	-4	3	2	-66	-0.1	nt	2
O=C(NCc1ccc2c(c1)OCO2)C(=O)Nc1cc2c3c(c1)CC(=O)N3CCC2	-11	0	6	nt	0	nt	1	i	0.3	5
CC(Oc1ccc(F)cc1)C(=O)Nc1cccc(-c2nn[nH]n2)c1 (stereo unspecified)	3	7	-2	8	-3	-6	3	-0.1	1.8	4
N#Cc1ccc(OCC(=O)N2CCCC2=O)cc1	7	-9	-5	nt	1	nt	-8	-5.7	0.4	-11
COc1cc(OC)cc(C(=O)N2CCCC(Nc3ccc(F)cc3)C2)c1 (stereo unspecified)	-11	-4	12	27	1	-5	13	i	1.1	16
CCN(CC)C(=O)c1ccc(C(=O)c2ccccc2)cc1	-4	6	7	7	2	-3	-19	-3.9	0.7	0
COc1ccc2cc(-c3ccccc3)c(=O)oc2c1	4	3	1	0	-16	2	-20	-2.0	0.7	-378
CS(=O)(=O)N(CC(=O)N1CCc2ccccc2C1)c1cccc(F)c1	-1	8	4	7	2	-8	-2	-0.5	0.9	-8
